# Screening results from PubChem BioAssay.
# CYP2C19 activ: activators of human cytochrome P450 2C19. 96,000 tested, under 10 active. P33261. recombinant CYP2C19, luciferin-H EGE luminescence; hits give high values; 0 = fully inhibited enzyme, 1 = untreated enzyme. activation factor at 5 µM;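 active = activation factor of at least 2 at 5 µM in the primary screen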;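 also: 0 = wells with 2.5 mM tranylcypromine and 1 = vehicle-only wells; values of inactives mirror those of a sister screen read the other way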
# CYP2C19 inh: inhibitors of human CYP2C19 | P33261 | CYP2C19 Supersomes, luciferin-H EGE luminescence, 30 min | inhibition, % at 5 µM | 96,000 compounds, 21% hits;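 active = CYP2C19 inhibition above a set limit at 5 µM in the primary screen, cut at about 50% in these data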;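 also: plate controls were negative control wells for no effect and 2.5 mM tranylcypromine positive control for full effect; values of inactives mirror those of a sister screen read the other way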
# PTK2B oligo ant: blocks oligomerization of human Pyk2 in cells | Q14289 | 99,000 compounds, 0.83% hits | z-score (the deposit names both 25 µM and 10 µM) | Q293 cells, Pyk2 FERM NanoBiT luminescence; hits give low values;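 active = Z-score of -3 or lower, scaled per plate to the spread of control and sample wells; inactive = z-score above -3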;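 also: negative z-score means lost luminescence so less FERM oligomerization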
# CYP2C9 act: activators of human CYP2C9; activation factor at 5 µM; recombinant CYP2C9, luciferin-H conversion, luminescence; hits give high values; factor 1 = untreated enzyme, 0 = blocked; 96,000 compounds, 1.4% hits; P11712;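 active = activation factor of 2 or more for CYP2C9 at a 5 µM dose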;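 also: 0 = sulfaphenazole-blocked wells and 1 = vehicle-only wells; values of inactives mirror those of a sister screen read the other way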
# PostGolgi yeast: growth inhibition of a yeast mutant, post-Golgi transport screen; AID 739; inhibition, % at 10 µM; 98,000 compounds, 0.9% hits; post-Golgi transport phenotypic cell assay; in the data active = inhibition above about 30%;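 also: yeast cells grown in 1536-well plates; yeast grown about 18 h at 30C before absorbance read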
# CYP2C9 inh: blocks human cytochrome P450 2C9; P11712; CYP2C9 Supersomes, luciferin-H conversion, luminescence; inhibition, % at 5 µM; 96,000 compounds, 20% hits; AID 777;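 active = blocking of liver enzyme CYP2C9 beyond about 50% at 5 µM, limit read from the data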; also: values of inactives mirror those of a sister screen read the other way
# EphB4 ephrin blk: EphB4-ephrin-B2 interaction antagonism; P54760; 97,000 compounds, 0.15% hits; AID 720; EphB4 LBD / TNYL-RAW-Alexa532 peptide, fluorescence polarization; inhibition, % at 7 µM;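 active = inhibition above the screen-wide mean inhibition plus 3 SD, cut at about 15% in these data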;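 also: 0% = DMSO wells and 100% = excess unlabeled TNYL-RAW peptide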
# Target sequence (P54760 whole entry, looked up, the tested form may be a part): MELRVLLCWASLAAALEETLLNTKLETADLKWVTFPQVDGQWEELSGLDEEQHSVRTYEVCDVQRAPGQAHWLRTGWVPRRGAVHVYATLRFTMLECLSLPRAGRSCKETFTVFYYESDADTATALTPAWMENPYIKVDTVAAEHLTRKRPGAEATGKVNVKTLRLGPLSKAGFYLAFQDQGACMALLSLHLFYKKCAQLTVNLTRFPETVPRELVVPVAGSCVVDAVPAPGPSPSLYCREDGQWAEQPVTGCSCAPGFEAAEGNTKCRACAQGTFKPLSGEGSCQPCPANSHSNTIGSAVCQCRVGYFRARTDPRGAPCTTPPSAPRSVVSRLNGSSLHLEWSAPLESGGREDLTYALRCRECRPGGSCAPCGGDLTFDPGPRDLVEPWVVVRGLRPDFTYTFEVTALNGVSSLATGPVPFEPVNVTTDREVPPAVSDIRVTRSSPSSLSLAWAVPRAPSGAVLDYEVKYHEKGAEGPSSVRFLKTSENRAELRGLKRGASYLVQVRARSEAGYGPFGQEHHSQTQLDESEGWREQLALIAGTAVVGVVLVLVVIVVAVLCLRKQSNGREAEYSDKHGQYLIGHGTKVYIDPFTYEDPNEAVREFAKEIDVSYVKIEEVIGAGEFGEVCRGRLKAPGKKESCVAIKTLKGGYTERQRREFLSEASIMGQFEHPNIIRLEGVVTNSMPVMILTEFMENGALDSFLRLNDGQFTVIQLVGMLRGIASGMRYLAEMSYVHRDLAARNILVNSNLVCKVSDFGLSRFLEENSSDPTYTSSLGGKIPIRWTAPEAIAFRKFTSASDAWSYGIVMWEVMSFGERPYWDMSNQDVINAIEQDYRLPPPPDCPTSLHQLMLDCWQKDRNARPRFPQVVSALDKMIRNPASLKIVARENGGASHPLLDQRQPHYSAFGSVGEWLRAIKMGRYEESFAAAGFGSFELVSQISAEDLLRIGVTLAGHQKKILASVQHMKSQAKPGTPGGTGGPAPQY
# E coli WT exp: blocks growth of wild type E. coli BW25113; AID 710; growth inhibition, % at 100 µM; 98,000 compounds, 0.15% hits; OD600 absorbance;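 active = growth inhibition above about 50% at one test dose, limit read from the data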;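 also: growth measured after 20 h incubation at 37 °C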
# PLAP act: activates human placental alkaline phosphatase. P05187. purified PLAP enzyme, luminescent substrate read-out; hits give high values. activation fold at 20 µM. 96,000 compounds, 1.2% hits. AID 696; in the data active = activation fold above about 2
# Numbers without * were called inactive; / = not tested or not shown.
cpd	Compound	CYP2C19 activ	CYP2C19 inh	E coli WT exp	PTK2B oligo ant	CYP2C9 act	EphB4 ephrin blk	PostGolgi yeast	PLAP act	CYP2C9 inh
1	O=C(O)C1C2C=CC3(CN(C4CCCC4)C(=O)C13)O2 (stereo not drawn)	1.1	-12	5	/	1	-6	-7	1.1	-3
2	CCOC(=O)Cc1cc(=O)[nH]c(Nc2nc3ccccc3o2)n1	1	-2	0	-0.71	0.8	0	-16	1.7	18
3	O=S(=O)(Nc1nc2c(s1)CCCC2)c1ccc(F)cc1	0.8	15	-2	-0.29	0.7	5	12	1.2	34
4	O=C(CN1CCCCCC1)Nc1ccccc1F	0.4	63*	8	0.07	1.1	3	-6	1.1	-11
5	O=C(CCC(=O)OCC(=O)c1ccc(-c2ccccc2)cc1)Nc1cccc(Cl)c1	1	1	-14	0.31	1	-3	-4	1.1	3
6	COc1ccccc1-n1c(=O)oc2ccc(Cl)cc2c1=O	0.7	27	46	-0.37	0.8	-11	13	0.9	20
7	COc1ccccc1NC(=O)CC1C(=O)NCCN1C(=O)Nc1ccc(Cl)c(Cl)c1 (stereo not drawn)	0.8	19	9	-0.29	0.8	-6	-8	1.5	15
8	Cc1ccc(S(=O)(=O)N(CC(=O)N2CCOCC2)CC(=O)N2CCOCC2)cc1	/	/	-7	0.6	/	8	2	/	/
9	O=C(C1CCN(S(=O)(=O)c2cccc3nsnc23)CC1)N1CC=C(c2ccccc2)CC1	0.7	26	-9	1.1	1.2	-1	5	1.5	-24
10	CCOC(=O)C1=C(C)Nc2ncnn2C1c1cc(Br)ccc1F (stereo not drawn)	0.6	40	4	-1.4	0.6	/	-7	0.9	42
11	Cc1cc(NS(=O)(=O)c2ccc(NC(=O)C(C(C)C)N3C(=O)c4ccccc4C3=O)cc2)nc(C)n1 (stereo not drawn)	0.7	31	8	-0.1	1	13	-2	1.1	-3
12	CCOc1ccc(C(=S)NC2CCCCC2)cc1OC	0.9	13	-2	-0.46	1	0	0	1	0
13	CCCC(c1nnnn1C1CCCC1)N1CCN(c2ccccc2F)CC1 (stereo not drawn)	0.2	80*	-7	0.64	0	-5	19	1.5	97*
14	CC(C)NC(=O)Cc1ccc(Br)cc1	0.6	42	13	-0.05	1	-6	-1	0.8	-4
15	O=C(c1ccccc1)N1CCC(c2nc3c(nnn3Cc3ccco3)c(=O)[nH]2)CC1	0.9	14	-1	/	0.5	7	-3	1.3	53*
16	O=C(CSc1nnc(NC(=O)c2ccco2)s1)NC1CCCC1	1.1	-7	-13	0.03	0.9	5	3	0.9	10
17	N=C1C(c2ccc(Br)cc2)=C(O)C2CCc3ccccc3N12 (stereo not drawn)	0.5	50*	-1	-0.97	0.7	-10	-11	0.8	27
18	Cc1ccc(CNC(=O)NC2CCCCC2)cc1	0.7	28	-4	0.14	1.4	-3	12	1	-37
19	CCCOc1ccc(C(=O)N2CCN(c3ccc(NC(=O)CC)cc3Cl)CC2)cc1	0	96*	-12	-1.5	0.1	1	9	1.3	86*
20	Cc1cccc(C)c1NC(=O)Cn1c(=O)n(CCCC(=O)NCc2ccco2)c(=O)c2sccc21	0.9	14	6	0	0.2	-1	-3	1.1	78*
21	Cc1noc(C)c1CSc1nc2ccccc2c(=O)n1-c1ccc(F)cc1F	0.6	39	-15	-1.4	0.1	-4	3	0.9	94*
22	O=C(c1ccc(-c2ccc(Cl)cc2)o1)N1CCN(c2ccc([N+](=O)[O-])cc2Cl)CC1	0.3	70*	-17	0.04	0.1	-1	-12	1.2	92*
23	CCN(CC)C(=O)c1sc(NC(=O)c2ccco2)c(C#N)c1C	/	/	-20	0.91	/	3	-2	/	/
24	CCOc1ncccc1C(=O)Oc1ccc2c(c1)OCO2	0.6	45	5	0.44	0.9	-5	5	0.8	12
25	Cn1c(=O)[nH]c(=O)c2[nH]c(N(Cc3ccccc3)Cc3ccccc3)nc21	1	-3	-4	-3.2*	0.4	1	18	1.5	56*

# Just CYP2C19 activ and EphB4 ephrin blk (5 entries from above):
cpd | compound | CYP2C19 activ | EphB4 ephrin blk
14 | CC(C)NC(=O)Cc1ccc(Br)cc1 | 0.6 | -6
15 | O=C(c1ccccc1)N1CCC(c2nc3c(nnn3Cc3ccco3)c(=O)[nH]2)CC1 | 0.9 | 7
16 | O=C(CSc1nnc(NC(=O)c2ccco2)s1)NC1CCCC1 | 1.1 | 5
17 | N=C1C(c2ccc(Br)cc2)=C(O)C2CCc3ccccc3N12 (stereo not drawn) | 0.5 | -10
18 | Cc1ccc(CNC(=O)NC2CCCCC2)cc1 | 0.7 | -3

# Additional results:
cpd	Compound	CYP2C19 activ	CYP2C19 inh	E coli WT exp	PTK2B oligo ant	CYP2C9 act	EphB4 ephrin blk	PostGolgi yeast	PLAP act	CYP2C9 inh
26	CCN(CCCNC(=O)c1c(C)cc(=O)oc1C)c1cccc(C)c1	0.1	92*	-4	1.4	0.3	4	-1	1.4	72*
27	Cc1ccc(-n2nnc3c(=O)n(Cc4cccc(C)c4)cnc32)cc1	0.7	29	-2	/	0.6	1	-9	1.1	39
28	O=C(Nc1ccc(N2CCCC2=O)cc1)c1cccc(F)c1	0.8	25	-2	-0.09	0.9	-1	-2	1.1	7
29	Cc1cnn(-c2ccc3nnc(-c4ccc(Cl)cc4)n3n2)c1	0.8	19	1	-0.33	0.7	2	-6	0.9	28
30	COc1ccc(S(=O)(=O)N2N=C(C)Oc3ccccc3C2=O)cc1	0.4	65*	0	0.16	0.9	-7	0	1.1	9
31	Cc1c(-c2ccco2)[n+](=O)c2c(n1[O-])CCCCC2	0.5	47	-10	0.95	1	-7	-5	0.9	-3
32	O=C(NCCCCCNC(=O)c1ccco1)c1ccco1	1	-2	-8	-0.69	0.9	-10	1	1.8	10
33	COc1ccc(NC(=O)CSc2nc3c(c(=O)[nH]2)CCC3)cc1OC	0.9	14	-5	-0.33	0.7	2	5	1.1	28
34	COc1cccc(NC(=O)CSc2nnc(CNC(=O)c3ccccc3)n2C)c1	1.1	-7	4	1.4	1.1	-10	9	1	-5
35	O=C(O)CCC(=O)Nc1ccc(C(=O)N2CCCCC2)cc1	0.8	15	6	0.82	0.8	7	-4	1	15
36	Cc1ccc(C)c(N(C(=O)Cc2cccs2)C(C(=O)NC2CCCC2)c2ccc(C)o2)c1 (stereo not drawn)	1.1	-7	0	0.43	0.3	9	-12	0.9	73*
37	O=C(O)C1C2C=CC(C2)C1C(=O)OC1CC2CCC1C2 (stereo not drawn)	0.6	36	-10	0.2	0.6	2	0	1.1	42
38	CCn1c(SCC(=O)Nc2nc3c(s2)CCCC3)nc2c1c(=O)n(C)c(=O)n2C	0.9	15	/	/	1	/	/	0.9	-2
39	COc1cccc(C(=O)CSc2nnc(-c3cc(OC)cc(OC)c3)o2)c1	1	0	-17	0.08	1	7	3	0.9	-1
40	COc1ccc(NC(=O)Nc2ccc(F)cc2F)c(C)c1	0.5	45	-13	0.62	0.8	-5	-4	1	19
41	COc1ccccc1-c1nc(C#N)c(N2CCN(C(c3ccccc3)c3ccccc3)CC2)o1	0.9	14	-16	-1.3	0.8	4	-5	1.2	22
42	Cc1cc(C)c(S(C)(=O)=O)c(Oc2cccc(Cl)c2)n1	0.9	14	-8	1.7	0.9	-1	32*	0.8	12
43	Cc1ncoc1C(=O)Nc1ccc2c(c1)OCCO2	0.6	35	-1	-0.1	0.8	-3	2	0.9	16
44	CCOC(=O)C1CCN(C(=O)C2CCN(S(=O)(=O)c3c(C)noc3C)CC2)CC1	0.9	15	3	-0.22	0.9	-2	-7	1.3	10
45	COc1ccc(Nc2nc(-c3sc(N)nc3C)cs2)cc1	0.2	78*	0	0.15	0.2	3	-14	1.5	80*
46	COc1ccccc1N1CCN(c2nc(C)nc3c2oc2ccccc23)CC1	0.7	32	-3	-1.2	0.7	1	9	1.4	26
47	O=C(NCc1ccc2c(c1)OCO2)c1nn(-c2ccccc2)c(=O)c2ccccc12	0.1	87*	-22	-0.72	0.1	1	-4	1.2	94*
48	Cn1c(C(=O)NC2CCCCC2)cc2sccc21	0.4	55*	4	0.11	0.8	0	13	1	18
49	O=C(Cc1ccccc1)Nc1nc(-c2cccs2)cs1	0.5	49	2	-1.2	0.6	-1	-8	1.2	44
50	CCC1(O)CC(C(=O)OC)=NN1C(=O)c1ccccc1 (stereo not drawn)	1	-2	-5	0.28	1	1	-3	1	2

# The list goes on; it opens with the 4 that closed the last part.
cpd	Compound	CYP2C19 activ	CYP2C19 inh	E coli WT exp	PTK2B oligo ant	CYP2C9 act	EphB4 ephrin blk	PostGolgi yeast	PLAP act	CYP2C9 inh
47	O=C(NCc1ccc2c(c1)OCO2)c1nn(-c2ccccc2)c(=O)c2ccccc12	0.1	87*	-22	-0.72	0.1	1	-4	1.2	94*
48	Cn1c(C(=O)NC2CCCCC2)cc2sccc21	0.4	55*	4	0.11	0.8	0	13	1	18
49	O=C(Cc1ccccc1)Nc1nc(-c2cccs2)cs1	0.5	49	2	-1.2	0.6	-1	-8	1.2	44
50	CCC1(O)CC(C(=O)OC)=NN1C(=O)c1ccccc1 (stereo not drawn)	1	-2	-5	0.28	1	1	-3	1	2
51	CN(c1ccc(OCC(=O)Nc2ccc3[nH]c(=O)[nH]c3c2)cc1)S(=O)(=O)c1ccc(Cl)cc1	0.7	27	-9	-1.3	0.4	3	3	1.5	62*
52	COC(=O)Nc1c(C)n(C)n(-c2ccccc2)c1=O	1.1	-14	4	-0.65	1.2	3	0	1	-15
53	O=C(N1CCCC1)C12CCC3CC(CC(C3)C1)C2	0.7	26	2	0.18	0.9	-1	6	0.8	8
54	COc1ccccc1-n1nc(C(=O)NCc2ccco2)c2ccccc2c1=O	0.9	7	-18	0.06	1	/	-4	1	3
55	CCSc1nc(-c2ccc(OC)cc2)ccc1C#N	0.4	63*	1	0.29	0.1	2	-1	0.7	90*
56	CC1=C(C(=O)OCC2CCCO2)C(c2ccc(C)o2)C2=C(CC(c3ccc(N(C)C)cc3)CC2=O)N1 (stereo not drawn)	0.4	56*	-8	/	0.5	-6	4	1.2	54*
57	N#Cc1c(NCCCO)nc(-c2ccco2)c2c1CCCC2	0.4	61*	3	0.89	0.1	0	-10	1.9	92*
58	Nc1ccc(-c2nc3ccccc3[nH]2)cc1	1.1	-8	15	/	1.1	-5	-3	1	-11
59	Cc1noc(/C=C/c2ccco2)c1S(=O)(=O)N1CCC(C(=O)N2c3ccccc3CC2C)CC1 (stereo not drawn)	0.7	34	-1	-0.06	0.3	-4	8	1.4	70*
60	CC(C)CCn1c(CN2CCN(C(=O)c3ccco3)CC2)nc2c1c(=O)n(C)c(=O)n2C	0.8	16	2	/	0.8	-3	2	1.5	20
61	COc1cc(NC(=O)c2cc(C(C)C)on2)cc(OC)c1OC	0.7	27	1	/	0.7	3	-1	1.5	30
62	O=c1c2c(-c3ccc(Cl)cc3)csc2nc2n1CCC2	0.9	10	7	-0.19	0.7	-8	-2	0.9	26
63	COc1ccc(S(=O)(=O)N2CCCC(C(=O)NCc3ccncc3)C2)cc1Cl (stereo not drawn)	0	100*	-1	-1.7	0	2	5	1.8	98*
64	O=C(COC(=O)c1ccc(Br)o1)NCC1CCCO1 (stereo not drawn)	1	3	-2	1.5	0.9	-2	-5	0.8	5
65	CCCCNc1nc(CC(C)=O)ns1	0.8	18	7	-0.3	0.9	-3	3	1.2	11
